High-throughput results from PubChem BioAssay.
G9a block = inhibitors of human histone lysine methyltransferase G9a; G9a H3K9 monomethylation, AlphaScreen, 2 h; AID 504332; Potency, µM (doses to about 102 µM), for the others: at the highest dose activity, negative = inhibition, most hits filed as inhibitors; 350,000 compounds, 8.8% hits; Q96KQ7; note: potency is the fitted concentration of half-maximal effect; % is set by controls: 0 for no effect and ±100 for the full control effect; nearly all actives have a fitted effect of over 75% in size
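Enzyme 20 nM + cpd, 15 min RT; add b-H3K9 pep 500 nM / SAM 20 uM; 2 h RT; anti-H3K9me1 Ab 0.5 ug/mL + SA donor / anti-rabbit acceptor beads 20 ug/mL each, 10 min; AlphaScreen read.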
Pin1 inh = blocks the human prolyl isomerase Pin1; 390,000 compounds, 0.009% hits; Potency, µM (titrated, usually from 115 µM), without a hit: top-dose activity, negative = inhibition, most hits filed as inhibitors; Pin1 FP peptide displacement, HiFluor488, 10 min; AID 504891; active = well fitted inhibition curve with a large enough effect in the polarisation, with a control signal flat, not every such curve was filed as active; inconclusive = small, poorly fitted or top-dose-only effect, or effect the other way, or a change in a side signal; inactive = no such curve, though single readings can be large or run the other way; the % refers to the polarisation; note: potency is the fitted concentration of half-maximal effect; % is set by controls: 0 for no effect and ±100 for the full control effect
Target sequence (Q13526 whole entry, looked up): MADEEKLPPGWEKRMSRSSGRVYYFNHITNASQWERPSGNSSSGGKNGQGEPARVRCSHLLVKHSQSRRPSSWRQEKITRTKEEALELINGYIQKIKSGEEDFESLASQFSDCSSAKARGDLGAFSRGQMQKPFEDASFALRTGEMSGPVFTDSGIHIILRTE
HP1b binding inh = HP1-beta chromodomain-methylated histone interaction inhibition. P83916. AlphaScreen HP1-beta / biotin-H3K9me3 peptide binding. Potency, µM (doses to about 114 µM), for inactives: at the highest dose activity change, negative = inhibition, usual class: inhibitors. 390,000 compounds, 0.56% hits; note: potency is the fitted concentration of half-maximal effect; nearly all actives have a fitted effect of over 70% in size; inactives centre near 23
Target sequence (P83916 whole entry, looked up): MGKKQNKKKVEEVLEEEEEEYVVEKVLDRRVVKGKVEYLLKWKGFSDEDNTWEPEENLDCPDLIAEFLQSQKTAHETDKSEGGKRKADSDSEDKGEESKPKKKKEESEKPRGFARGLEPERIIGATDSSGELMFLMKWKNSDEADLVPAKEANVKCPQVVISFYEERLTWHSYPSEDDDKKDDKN
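AlphaScreen: HP1-beta (50 nM) preformed 30 min with biotin-H3(1-18)K9me3 peptide (50 nM) in PBS pH 7.4, 0.01% Tween-20. Compound added for 30 min at RT, then streptavidin donor/nickel chelate acceptor beads (10 ug/mL) for 30 min.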
GLS inhibitor = blocks human kidney-isoform glutaminase activity; GLS enzymatic activity, qHTS titration; AID 624170; 410,000 compounds, 0.21% hits; Potency, µM (titrated, usually from 45.5 µM), for the others: top-dose activity change, negative = inhibition, hits mostly inhibitors; note: potency is the fitted concentration of half-maximal effect; % is set by controls: 0 for no effect and ±100 for the full control effect
Target sequence (O94925 whole entry, looked up, canonical isoform): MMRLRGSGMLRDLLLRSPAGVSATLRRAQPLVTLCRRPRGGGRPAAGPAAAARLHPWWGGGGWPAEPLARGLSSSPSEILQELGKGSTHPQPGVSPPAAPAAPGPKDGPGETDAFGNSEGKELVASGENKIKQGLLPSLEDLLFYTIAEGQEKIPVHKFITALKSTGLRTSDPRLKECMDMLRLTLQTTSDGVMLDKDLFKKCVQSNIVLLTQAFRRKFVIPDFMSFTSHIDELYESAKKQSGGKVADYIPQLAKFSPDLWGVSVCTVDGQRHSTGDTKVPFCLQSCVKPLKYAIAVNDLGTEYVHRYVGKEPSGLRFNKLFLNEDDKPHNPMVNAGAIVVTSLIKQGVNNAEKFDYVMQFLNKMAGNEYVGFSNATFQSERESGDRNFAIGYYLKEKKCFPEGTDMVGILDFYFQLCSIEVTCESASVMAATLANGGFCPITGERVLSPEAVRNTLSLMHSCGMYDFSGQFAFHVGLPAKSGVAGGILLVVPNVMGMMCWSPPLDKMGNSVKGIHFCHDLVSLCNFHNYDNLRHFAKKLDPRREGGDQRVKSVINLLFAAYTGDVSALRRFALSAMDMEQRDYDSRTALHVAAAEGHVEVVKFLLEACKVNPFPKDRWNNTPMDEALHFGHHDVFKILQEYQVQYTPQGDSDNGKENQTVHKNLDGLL
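hKGA; 45 mM KH2PO4 pH 8.2 + 0.02% Tween-20; cpd via pin tool; 1 mM Gln soln; GluOx/HRP/Amplex Red; RT 30 min; fluor. t0 & final.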
JMJD2A Tudor = JMJD2A Tudor domain (human) inhibition; AID 504339; Potency, µM (doses to about 114 µM), for inactives: at the top dose activity change, negative = inhibition, actives largely listed as inhibitors; 390,000 compounds, 4.4% hits; AlphaScreen JMJD2A-Tudor / H3K4me3 peptide binding; note: potency is the fitted concentration of half-maximal effect; % is set by controls: 0 for no effect and ±100 for the full control effect; nearly all actives have a fitted effect of over 50% in size
Tb PGK inh = inhibitors of T. brucei phosphoglycerate kinase; AID 602233; PGK/GAPDH coupled, Kinase-Glo luminescence, 60 min; Potency, µM (series often up to 57.5 µM), inactives show at the top dose activity change, negative = inhibition, hits mostly inhibitors; 380,000 compounds, 0.043% hits; note: potency is the fitted concentration of half-maximal effect; % is set by controls: 0 for no effect and ±100 for the full control effect; nearly all actives have a fitted effect of over 60% in size
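Recombinant glycosomal PGK reaction used 1,3-bisphosphoglycerate generated in-well by GAPDH (100nM final) in 100mM TEA pH 7.6, 5mM MgCl2, 0.01% Tween-20. After 60 minutes at room temperature, ATP was read by Kinase-Glo Plus luminescence end-point.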
BAZ2B block = blocks human BAZ2B; 360,000 compounds, 4.4% hits; Potency, µM (top dose mostly 114 µM), inactives show top-dose activity change, negative = inhibition, most hits filed as inhibitors; AlphaScreen BAZ2B-H3K14Ac peptide displacement; Q9UIF8; note: potency is the fitted concentration of half-maximal effect; % is set by controls: 0 for no effect and ±100 for the full control effect; nearly all actives have a fitted effect of over 60% in size
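In this displacement format the biotinylated H3(5-23) peptide acetylated at Lys14 serves as ligand at 50 nM, with BAZ2B at 50 nM in PBS pH 7.4 containing 0.01% Tween-20. Donor and acceptor beads are 10 ug/mL final.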
PI4K2A block = PI4K2A (human) kinase inhibition. purified PI4K2A, ADP-Glo luminescence, 1 h; stronger effect = lower value. activity change, negative = inhibition, % at 76.9 µM. 420,000 compounds, 0.13% hits; in the data active = activity change below about -50%; inconclusive = mostly about -30% to -49%;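 note: -100% = wells without enzyme as full effect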
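PI4K2A activity was measured by ADP-Glo luminescence: enzyme (4 ug/mL stock) and phosphatidylinositol (1.2 mM stock) in Tris pH 7.5/MgCl2/EGTA/Triton X-100 buffer were reacted with ATP (300 microM stock) for one hour at ambient temperature.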
ERG Ets-DNA blk = ERG Ets/DNA interaction inhibition | P11308 | fluorescence polarization, His-ERG Ets domain / labelled DNA | Potency, µM (top dose mostly 76.9 µM), inactives show at the highest dose FP activity, negative = inhibition, usual class: inhibitors | 370,000 compounds, 0.028% hits; active = well fitted inhibition curve with a large enough effect in the polarisation, with a control signal flat; inconclusive = small, poorly fitted or top-dose-only effect, or effect the other way, or a change in a side signal; inactive = no such curve, though single readings can be large or run the other way; the % refers to the polarisation;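 note: polarization taken with two DNA probes labelled with fluorescein and Texas red; potency is the fitted concentration of half-maximal effect; % of control where 0% means no effect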
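His-tagged ERG Ets domain (1 uM in the protein solution; 300mM KCl, 50mM Tris-HCl, 1mM EDTA, 1mM DTT, pH 7.5) received compound, then a probe mix of 5 nM fluorescein-DNA and 100nM Texas-615-DNA. Fluorescence polarization was read for both dyes.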
* hit, by the source's call; i = inactive; ? = inconclusive; . = no result given; [ ] = another dose, or the depositor's remark. Unless noted, calls come from the whole dose curve; as a rule, active = well fitted curve in the direction sought with a large enough effect; inconclusive = small, poorly fitted or top-dose-only effect, or another doubt; inactive = no such curve, though single readings can be large; an effect the other way counts as inactive or inconclusive.

SMILES	G9a block	Pin1 inh	HP1b binding inh	GLS inhibitor	JMJD2A Tudor	Tb PGK inh	BAZ2B block	PI4K2A block	ERG Ets-DNA blk
O=C(Nc1ccccc1C(F)(F)F)c1cc(-c2ccccc2O)on1	-14%[59 µM]	-5%	19%	8%	-7%	-5%	-3%	1	-19%
COc1ccc(C(=O)N(Cc2ccccc2)c2cccc(C)c2)cc1	30%	-7%	98%[activator]	-4%	24%	-8%	-27%	2	-17%
O=C1CC(Cc2ccc(Br)cc2)C(=O)N1c1ccccc1 (stereo unspecified)	-3%	1%	27%	2%	8%	-1%	9%	-7	9%
O=S(=O)(CCc1nc2ccccc2[nH]1)c1ccc(Br)cc1	25%	-1%	22%	9%	1%	4%	0%	1	.
O=C(Nc1ccccc1C(=O)NCc1cccnc1)c1ccco1	17%	-22%	45%[activator]	-8%	5%	i	21%	8	-7%
CCn1c(CNC(=O)c2ccco2)nnc1SCC(=O)c1ccccc1	9%	-9%	48%[activator]	2%	-9%	-4%	4%	-5	15%
COc1ccc(-c2nnc(SCC(=O)Nc3cc(S(=O)(=O)N4CCCCC4)ccc3Cl)n2N)cc1	-14%	4%	26%	-4%	-20%	-7%	2%	3	-4%
COc1ccc2nc(N3CCCC(C(=O)NCCCN4CCN(C)CC4)C3)sc2c1 (stereo unspecified)	.	1%	26%	10%	-19%	-1%	-8%	-3	-1%
CCC(C)NC(=O)CSc1nnc(-c2cc(-c3cccs3)nc3ccccc23)o1 (stereo unspecified)	14%	24%	31%[activator]	13%	-2%	1%	13%	-12	-5%
CCCc1cc(=O)oc2cc(C)c(CN3CCCC3)c(O)c12	89µM*	?	-14%	10µM*	50µM*	-5%	13µM*	?	3%
Cc1ccc(-n2c(-c3ccccc3)n[nH]c2=S)cc1	0.89µM*	0%	-23%	1%	2.2µM*	6%	?	-16	-2%
Nc1cccc2cccc([N+](=O)[O-])c12	.	1%	?	11%	?	-5%	.	-6	.
O=C(NCc1cccc(Cl)c1)c1ccc2c(c1)nc1n2CCOC1	-3%[59 µM]	-3%	19%[57 µM]	2%	-19%	-9%	1%	-4	0%
CCNC(=S)N1CCN(C(=O)C(Cc2ccccc2)NC(C)=O)CC1 (stereo unspecified)	14%[59 µM]	4%	39%[activator]	-3%	-12%	6%	-36%	-23	14%
C/C(N)=N\S(=O)(=O)c1ccc(Cl)cc1	1%	-2%	41%[activator]	-2%	-4%	i	5%	5	-2%
CCn1c(C)csc1=NC(=O)c1ccccc1	9%	-3%	28%	1%	8%	-4%	8%	2	-2%
Cn1c(=O)c2c(nc3n2CCS3)n(C)c1=O	5%	1%	34%	12%	-7%	-6%	-2%	-1	12%
Cc1nn(CC(=O)OCC(=O)Nc2cccc(S(N)(=O)=O)c2)c(C)c1[N+](=O)[O-]	.	5%	37%	0%	4%	-9%	.	0	2%
Cc1ccc(C(=O)c2ccccc2C(=O)O)c(O)c1	-13%	-7%	27%	-5%	-23%	-5%	-3%	-1	.
CCOc1cc(C)nc(N2CCC(C(=O)Nc3ccccc3OCC)CC2)n1	-4%	-14%	23%	0%	-14%	-3%	3%	-3	.
O=C(O)C1C2CCC(C2)C1C(=O)Nc1ccc(Cl)c(Cl)c1 (stereo unspecified)	.	3%	31%	-7%	9%	-1%	.	-3	13%
Fc1ccc(CNc2nc(-c3cccnc3)nc3ccccc23)cc1	-37%	13%	14%	10%	-15%	1%	-1%	13	8%
Cc1ccc(S(=O)(=O)N(C)c2ccc(C(=O)NCc3cccnc3)cc2)cc1	10%[12.7 µM]	-10%	20%	1%	-8%	-3%	-3%	-1	1%
O=S(=O)(c1ccc(Br)cc1)c1nnn2c1nc(NCCc1ccccc1)c1sccc12	-3%[59 µM]	65%[activator]	32%	-4%	-4%	i	-19%	-7	0%
COc1cc(C)cc(C(=O)O)c1C1=C(O)c2cccc(O)c2C(=O)C1=O	?	?	-24%	?	79µM*	-26%	56µM*	-10	7%
O=C(COc1ccc(Br)cc1)NCCO	-5%[59 µM]	-17%	33%	19%	-10%	25%	9%	-7	1%
COc1ccc(C(=O)NCc2nnc(SCC(=O)N3CCCC3)o2)cc1OC	.	-6%	25%	5%	-8%	7%	0%	1	-8%
O=C(c1ccncc1)N1CCN(S(=O)(=O)c2cc(C(F)(F)F)cc(C(F)(F)F)c2)CC1	-50%[59 µM]	-1%	25%	-1%	-14%	0%	-7%	2	3%
CCn1c(N2CCN(S(=O)(=O)c3ccc(F)cc3)CC2)nc2ccccc21	-7%[12.7 µM]	-3%	17%	-3%	-17%	-11%	-20%	-1	1%
CN(CC(=O)Nc1ccc(F)cc1)C(=O)COC(=O)c1ccc(=O)n(Cc2ccccc2)n1	-6%[2.33 µM]	-7%	25%	-3%	-13%	-2%	-7%	5	-7%
O=C(CCN1C(=O)c2ccccc2C1=O)NCc1ccco1	?	-15%	-4%	-3%	-15%	-7%	-35%	-3	.
CCOC(=O)Cc1ncccc1C(=O)Nc1ccc(OC)cc1	-22%	0%	-5%	-1%	-16%	i	-21%	-5	-3%
CN(CC(=O)OCC(=O)NC1CCCC1)S(=O)(=O)c1ccc(Cl)cc1	.	-2%	51%[activator]	0%	-5%	15%	.	0	5%
OCc1ccccc1SSc1ccccc1CO	.	-1%	?	?	14µM*	-8%	.	-13	0%
COc1ccc2c(=O)c3c(=O)n(Cc4ccco4)c(-c4ccccc4)nc3oc2c1	?	?	6%	1%	-27%	1%	-13%	-14	-8%
COCCN(C(=O)CCCC(=O)Nc1ccccn1)C(C(=O)NC1CCCCC1)c1ccc(C)cc1 (stereo unspecified)	1%	-6%	18%	-1%	-8%	-6%	6%	-3	10%
Cc1cc(NC(=O)CSC2=NS(=O)(=O)c3cc(F)ccc3N2)no1	-38%	-8%	20%	-1%	-9%	3%	4%	1	10%
COc1ccc(NC(=O)c2cc3cc(C)ccc3[nH]2)cc1	1%[59 µM]	7%	51%[activator]	3%	4%	-5%	-28%	-3	-2%
CCOC(=O)Nc1c(C(=O)OC)[nH]c2cccc(OC)c12	-21%[12.7 µM]	-1%	33%	23%	-5%	4%	-3%	-2	-2%
O=C(CN1C(=O)NC(c2ccccc2)(c2ccccc2)C1=O)NCc1cccs1	12%[2.33 µM]	-3%	24%	-1%	4%	1%	-2%	0	?
COc1ccc(C(C)C)cc1S(=O)(=O)N1CCN(C)CC1	?	-1%	12%	20%	-8%	-3%	-6%	3	6%
Cc1cccc(-n2ccc(=O)c(C(=O)Nc3ccc(S(=O)(=O)Nc4nccc(C)n4)cc3)n2)c1	6%	5%	17%	1%	-21%	i	?	-8	14%
O=C(COC(=O)c1ccc(O)cc1)NCc1ccc2c(c1)OCO2	6%	68%[activator]	14%	-1%	-7%	-1%	.	-2	-10%
Cc1ccc(C)c(Cn2c(SCC(=O)N(C)Cc3ccccc3)nc3ccccc32)c1	4%[12.7 µM]	3%	36%	3%	-4%	-5%	-14%	-3	10%
COc1cc(SC#N)ccc1N=Cc1c(C)[nH]n(-c2cccc3ccccc23)c1=O	?	16%	4%	-12%	-28%	-12%	1%	-53*	-20%
CCOC(=O)c1[nH]c2c(c1Cc1ccccc1)C(=O)CC(c1ccc(OC)cc1)C2 (stereo unspecified)	-2%[59 µM]	43%[activator]	16%	-2%	-26%	-3%	-22%	0	-1%
COc1cc(OC)c(N(C)C(=O)c2sc3nc4n(c(=O)c3c2C)CCCCC4)cc1Cl	14µM*	?	20%	-7%	?	0%	50µM*	0	-1%
CC(C)C(=O)Nc1ccc(C(=O)N/N=C/c2cc(Br)cc(Br)c2O)cc1	.	6%	9%	21%	?	-2%	7.9µM*	1	?
Cc1cccc(C(=O)NNC(=S)NC(=O)c2ccccc2)c1	.	-12%	31%	-2%	-24%	-9%	.	-7	-1%
O=S(=O)(NC1CCCCCCC1)c1ccccc1	58%[activator]	0%	49%	4%	4%	1%	-1%	0	-7%
Further compounds
SMILES	G9a block	Pin1 inh	HP1b binding inh	GLS inhibitor	JMJD2A Tudor	Tb PGK inh	BAZ2B block	PI4K2A block	ERG Ets-DNA blk
CCC(C)(C)n1nnnc1C(C(C)C)N(CCN1CCOCC1)Cc1cc2cccc(C)c2[nH]c1=O (stereo unspecified)	20%[12.7 µM]	5%	57%[activator]	-20%	-20%	i	6%	8	-2%
CC1=C(C(=O)OCc2ccccc2)C(c2ccc(C(F)(F)F)cc2)NC(=O)N1CCCCCC(=O)O (stereo unspecified)	?	2%	17%	8%	-19%	-8%	?	-2	0%
O=C(O)c1cc(Cl)c2c(c1)[C@@H]1C=CC[C@@H]1[C@H](c1ccc(S(=O)(=O)N3CCOCC3)cc1)N2	22µM*	.	-22%	13µM*	79µM*	-10%	50µM*	-12	32%[activator]
COc1ccc(-n2c(C)cc(C(=O)COC(=O)Cn3cnc4ccccc43)c2C)cc1	16µM*	-2%	-16%	1%	?	-1%	?	2	-1%
